TrxR1 inh: blocks rat thioredoxin reductase 1. AID 588453. Potency, µM (doses to about 114 µM), without a hit: at the top dose activity change, negative = inhibition, usual class: inhibitors. recombinant rTrxR1, NADPH fluorescence consumption, selenite substrate. O89049. 390,000 compounds, 1% hits; also: potency is read from the fitted curve at half-maximal effect; % is scaled to controls: 0 for no effect and ±100 for the full control effect; nearly all actives have a fitted effect of over 65% in size
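Rat TrxR1 (90 nM in the dispensed reagent) was pre-reduced with 400 uM NADPH for 5 min at room temperature, then incubated with compound for 15 min. After 400 uM selenite was added, NADPH fluorescence (Ex 340/Em 450 nm) was followed for 8 min.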
USP1 inh: blocks the human USP1/UAF1 deubiquitinase complex; O94782; recombinant USP1/UAF1, Ub-Rhodamine cleavage fluorescence; Potency, µM (doses to about 57.1 µM), for inactives: top-dose activity change, negative = inhibition, usual class: inhibitors; 390,000 compounds, 0.23% hits; AID 743255; also: potency is read from the fitted curve at half-maximal effect; % is scaled to controls: 0 for no effect and ±100 for the full control effect; nearly all actives have a fitted effect of over 60% in size; inactives centre near -12
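USP1/UAF1 complex at 1 nM was preincubated with compound for 15 min at room temperature, then Ub-Rho substrate (150nM final) was added. Fluorescence (480/540 nm) was read kinetically, 6 reads every 60 seconds.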
D2 antag: antagonizes the human D2 dopamine receptor; P14416; HEK293 TREx D2 cells, calcium flux, dopamine EC80; inhibition, % at 10 µM; 340,000 compounds, 2% hits; in the data active = inhibition above about 30%; also: 0% is about no effect
Target sequence (P14416 whole entry, looked up): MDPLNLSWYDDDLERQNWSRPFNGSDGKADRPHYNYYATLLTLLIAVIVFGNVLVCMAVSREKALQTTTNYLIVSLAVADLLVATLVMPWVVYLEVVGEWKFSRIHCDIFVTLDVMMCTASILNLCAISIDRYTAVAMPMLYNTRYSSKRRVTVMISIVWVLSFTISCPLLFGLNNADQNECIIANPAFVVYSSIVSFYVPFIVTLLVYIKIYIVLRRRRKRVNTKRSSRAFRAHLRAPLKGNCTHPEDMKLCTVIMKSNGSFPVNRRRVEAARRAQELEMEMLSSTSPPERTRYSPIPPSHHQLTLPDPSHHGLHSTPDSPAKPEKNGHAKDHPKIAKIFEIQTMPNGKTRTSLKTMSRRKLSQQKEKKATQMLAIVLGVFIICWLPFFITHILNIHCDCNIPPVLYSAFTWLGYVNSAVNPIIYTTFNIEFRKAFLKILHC
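Tetracycline-induced HEK293 TREx cells expressing D2 receptor forced-coupled to calcium signalling, loaded with no-wash calcium dye. Compounds added and calcium flux read 180 s, then dopamine added at EC80 and read a further 180 s.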
TrxR1 substrate: rat thioredoxin reductase 1 substrate activity; O89049; purified TrxR1 substrate turnover, NADPH consumption readout; Potency, µM (top dose mostly 114 µM), for the others: at the highest dose activity change, negative = substrate turnover; 390,000 compounds, 0.01% hits; AID 588456; also: potency is read from the fitted curve at half-maximal effect; % is scaled to controls: 0 for no effect and ±100 for the full control effect; nearly all actives have a fitted effect of over 50% in size
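Rat TrxR1, dispensed at 90 nM, was prereduced with 400 uM NADPH (final) for 5 min at ~22 deg C, then incubated with compound 15 min before 400 uM selenite. A first-read NADPH fluorescence drop versus no-compound background flagged substrates.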
TRHR agonist: activates the human TRH receptor; P34981; TRHR cells, calcium flux fluo-8, FDSS agonist mode; activation, % at 2 µM; 360,000 compounds, 0.18% hits; in the data active = activation above about 30%; also: 0% is about no effect
Target sequence (P34981 whole entry, looked up): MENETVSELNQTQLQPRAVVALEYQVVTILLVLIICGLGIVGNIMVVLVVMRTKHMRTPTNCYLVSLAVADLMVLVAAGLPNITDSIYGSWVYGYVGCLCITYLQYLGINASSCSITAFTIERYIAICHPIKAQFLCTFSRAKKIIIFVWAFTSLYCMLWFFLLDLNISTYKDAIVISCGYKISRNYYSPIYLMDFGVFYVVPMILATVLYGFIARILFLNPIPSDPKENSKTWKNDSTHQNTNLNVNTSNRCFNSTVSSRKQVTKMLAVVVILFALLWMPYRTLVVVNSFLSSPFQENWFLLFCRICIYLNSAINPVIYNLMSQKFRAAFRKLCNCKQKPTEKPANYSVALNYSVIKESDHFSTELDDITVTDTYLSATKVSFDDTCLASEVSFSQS
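Steps: seed TRHR cells overnight; add fluo-8 no-wash Ca dye, RT 30 min–1.5 h; record 10 s baseline; pin-transfer compounds; monitor fluorescence 1 cycle/s for the agonist window. Calcium increases flag candidate agonists.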
TRHR PAM: allosterically enhances the human TRH receptor. P34981. enhancement, % at 2 µM. TRHR cells, fluo-8 calcium fluorescence, EC20 TRH enhancement. 360,000 compounds, 0.66% hits; in the data active = enhancement above about 30%; also: 0% is about no effect
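Enhancer read-out: after compound pinning and an initial kinetic agonist-mode read, an EC20 of TRH (10 nM final) was injected and fluo-8 calcium signal (Ex 480/Em 530) followed at 1 s/cycle for 100 cycles in TRHR-expressing cells.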
IDH1 R132H inh: human IDH1 R132H inhibition; Potency, µM (doses to about 76.6 µM), inactives show top-dose activity change, negative = inhibition, most hits filed as inhibitors; IDH1-R132H enzyme, NADPH consumption, diaphorase/resazurin fluorescence; O75874; 390,000 compounds, 0.093% hits; AID 602179; also: potency is read from the fitted curve at half-maximal effect; % is scaled to controls: 0 for no effect and ±100 for the full control effect; nearly all actives have a fitted effect of over 65% in size
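IDH1-R132H (0.5 ug/mL) preincubated 30 min with compound, then NADPH (0.016 mM) and alpha-KG (2 mM) added; 80 min at RT, pH 7.5. Remaining NADPH coupled via diaphorase/resazurin to fluorescence (540/590 nm); concentration-response curves normalized to no-enzyme control.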
Pin1 inh: human Pin1 inhibition; Q13526; Pin1 FP peptide displacement, HiFluor488, 10 min; Potency, µM (titrated, usually from 115 µM), for inactives: at the highest dose activity, negative = inhibition, usual class: inhibitors; 390,000 compounds, 0.009% hits; active = well fitted inhibition curve with a large enough effect in the polarisation, with a control signal flat, not every such curve was filed as active; inconclusive = small, poorly fitted or top-dose-only effect, or effect the other way, or a change in a side signal; inactive = no such curve, though single readings can be large or run the other way; the % refers to the polarisation; also: potency is read from the fitted curve at half-maximal effect; % is scaled to controls: 0 for no effect and ±100 for the full control effect
Target sequence (Q13526 whole entry, looked up): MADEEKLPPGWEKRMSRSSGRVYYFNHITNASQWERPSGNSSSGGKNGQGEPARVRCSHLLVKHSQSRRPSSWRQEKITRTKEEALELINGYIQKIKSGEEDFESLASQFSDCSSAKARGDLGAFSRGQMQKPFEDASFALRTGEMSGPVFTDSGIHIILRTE
D2 agonist: agonists of human D2 dopamine receptor. P14416. HEK293 T-REx D2 cells, calcium flux agonist mode. activation, % at 2 µM. 340,000 compounds, 0.53% hits. AID 485358;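 active = activation over 3 SD above normal in the single-dose calcium agonist read, cut at about 30% in these data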; also: 0% is about no effect
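Tetracycline-induced HEK293 T-REx cells with force-coupled D2 receptor, plated overnight at 30 C, loaded with no-wash calcium dye. After a 10 s baseline, compound was pin-added and calcium flux read kinetically for 180 s; calcium rises flagged agonists.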
An asterisk follows results filed as active; ? = inconclusive; / = no result given; & = joins results of further samples; ! = not confirmed by another sample; [ ] = dose if it differs, or a comment. Unless noted, calls follow the shape of the dose curve; as a rule, active = well fitted inhibition curve with a large enough effect; inconclusive = small, poorly fitted or top-dose-only effect; inactive = no such curve, though single readings can be large or run the other way.

smiles,TrxR1 inh,USP1 inh,D2 antag,TrxR1 substrate,TRHR agonist,TRHR PAM,IDH1 R132H inh,Pin1 inh,D2 agonist
COc1ccc(N=CC2CCCCC2=O)c([N+](=O)[O-])c1 (stereo not drawn),-18%,0%,/,-13%,/,/,4%,0%,/
CC1CCN(S(=O)(=O)c2ccc(C(=O)Nc3sccc3C(N)=O)cc2)CC1,26%,-16%,-14,34%[activator],-0.4,-5,4%,16%,0.2
CN(Cc1ccccc1)C(=O)CN(c1ccccc1Cl)S(C)(=O)=O,6%,-4%,-8,-4%,-0.3,1,8%,0%,0.7
Cc1ccccc1CN1CCNC(=O)C1CC(=O)NCCN1CCCCC1=O (stereo not drawn),-27%,-18%,3,6%,0.7,8,1%,?,0.7
COc1cc(OC)c(NC(=O)CS(=O)(=O)Cc2nc(-c3ccc(C)cc3)oc2C)cc1Cl,24%[57.1 µM],-7%,-2,3%[57.1 µM],-0.9,15,-2%,-1%,-0.2
CCOc1ccc(NC(=O)CN(C)C(=O)c2ccc(C3SCCS3)cc2)cc1OCC,9%,-3%,6,-1%,0.0,-1,-4%,3%,-1.0
CCCc1c(O)nc(SCCN(CCC)CCC)[nH]c1=O,4%,-4%,6,-8%,1.9,-1,-1%,0%,-1.5
CCOC(=O)Cc1nnc2c(Nc3ccc(C)cc3)nc3nonc3n12,17%[57.1 µM],-13%,-5,12%[57.1 µM],0.1,2,3%,-5%,0.4
COc1ccc(NC(=S)NCCCN2CCOCC2)cc1,-5%[57.1 µM],-24%,-2,3%[57.1 µM],-0.9,-2,0%,-10%,0.2
Cc1nn(-c2ccccc2)c(C)c1-c1nnc(-c2c(C)nn(-c3ccccc3)c2C)o1,11%[57.1 µM],3%,/,-18%[57.1 µM],0.4,-4,0%,-1%,/
COc1ccc2nc(NC(=O)C3CCCN(S(=O)(=O)c4cccc5nsnc45)C3)sc2c1 (stereo not drawn),-9%,-7%,-5,-7%,-0.6,14,4%,?,-1.2
COc1ccc(N2CCN(c3cc(C)nc4nncn34)CC2)cc1,-10%,-18%,/,-9%,1.3,0,9%,-1%,-0.1
COc1cc(OC)cc(C(=O)NNC(=O)CCOc2ccccc2OC)c1,4%,-17%,24,5%,-1.0,1,-1%,-15%,-0.3
O=C(Nc1ccc(Cl)c(-c2nc3ccccc3[nH]2)c1)c1ccc2c(c1)OCO2,5%,?,4,6%,0.4,-4,10%,18%,0.8
COc1ccc(CCNS(=O)(=O)c2ccc3oc(C(=O)O)c(C)c3c2)cc1OC,-10%[11.4 µM],-10%,17,8%[11.4 µM],-0.1,10,-2%,-2%,0.9
CN1CCN(C(=O)c2ccc(Cl)c(S(=O)(=O)N3CCCCCC3)c2)CC1,16%[57.1 µM],-24%,-15,8%[57.1 µM],-0.2,0,16%,4%,0.8
CCOc1ccc(OCCNC(=O)c2ccc3c(c2)nnn3CC)cc1,7%,-4%,/,-3%,/,/,2%,-2%,/
O=C(COc1ccccc1Cl)Nc1ccccc1C(=O)N1CCOCC1,10%,-18%,-4,0%,0.0,-4,4%,-5%,1.0
Cc1nc2c(cnn2-c2ccc(Cl)cc2)c(=O)n1-c1ccc(N2CCC(C)CC2)cc1,/,/,-13,/,2.9,-1,/,/,-0.2
Cc1nc2ncnn2c(C)c1CCC(=O)N1CCCCC1,1%[57.1 µM],-21%,0,4%[57.1 µM],0.3,-8,0%,-11%,0.0
Cc1c(Cl)cccc1NC(=O)CSc1nc2c(c(=O)[nH]1)CCCC2,/,/,-3,/,-0.2,-1,/,/,-1.0
NC(=O)/C(=C/c1ccco1)NC(=O)c1ccc(Br)o1,11µM*,-3%,/,-4%,/,/,0%,?,/
COc1ccc(-n2nc(C(=O)Nc3ccc(Cl)cn3)c3c4ccccc4n(C)c3c2=O)cc1Cl,27%,5%,/,2%,0.5,-1,4%,2%,0.2
Cc1ccc(CNC(=O)C(c2ccccc2)c2ccccc2)cc1,8%,-11%,1,0%,-0.4,-2,4%,-3%,1.9
Cc1ccc(C)c(Cn2c(=O)c3c(nc4n3CCN4c3ccccc3)n(C)c2=O)c1,18%,10%,/,11%[11.4 µM],-0.6,10,-6%,2%,3.6
CC(Sc1nnnn1-c1ccc(O)cc1)c1nc2ccccc2c(=O)[nH]1 (stereo not drawn),13%,-10%,7,3%,0.1,-2,-7%,-3%,0.6
Cc1cc(OCC(=O)NCCCN2CCOCC2)c2c(C)c(C)c(=O)oc2c1,22%,-15%,6,100%[activator],0.6,-3,4%,-4%,-2.1
CC(=O)N1CCc2cc(S(=O)(=O)N3CCCCCC3)ccc21,-4%,-17%,-7,-10%,0.3,-1,8%,-4%,1.4
O=C(NCCc1ccccc1)c1cnc2sc(N3CCOCC3)nn2c1=O,6%[57.1 µM],10%,/,34%[activator][57.1 µM],-1.0,5,-17%,-1%,-1.5
CCc1ccc2oc(C(=O)NCC(c3ccc(Cl)cc3)N3CCOCC3)c(C)c2c1 (stereo not drawn),18%,-33%,/,-1%,0.3,5,-7%,16%,-0.5
O=C(O)c1nn(CC(=O)N2CCN(c3ncc(C(F)(F)F)cc3Cl)CC2)c(=O)c2ccccc12,5%,-22%,4,-3%,-0.6,-2,-26%,-1%,-0.8
Fc1cccc(CCN2CCNC[C@@H]2Cc2ccccc2)c1,6%,10%,/,-3%,/,/,-5%,-9%,/
CC(C)C[C@@H](CN)NC(=O)c1nc[nH]c1C(=O)N[C@@H](CC(C)C)C(=O)CNC[C@H](C)NC(=O)c1nc[nH]c1C(=O)N[C@@H](C)C(=O)O,-1%,-27%,/,-5%,/,/,5%,4%,/
CCCN1Cc2cccc(C(=O)Nc3ccc(OC)c(OC)c3)c2C1=O,25%,-6%,/,4%,/,/,-3%,1%,/
COc1ccc(Cc2ccc(OC)c(N)c2)cc1N,23%,-2%,4,8%,0.3,-1,3%,-13%,-1.5
Cc1ccc(C)c(OCCCN2CCNCC2)c1,19%,-7%,/,3%,0.0,4,12%,-4%,/
CC(=O)Nc1ccc(/C(C)=N/NC(=O)c2ccc(CN3CCOCC3)cc2)cc1,7%[57.1 µM],6%,3,-11%,0.4,4,4%,-9%,1.3
O=C(Nc1ccccc1Cl)C1C2CCCCC21 (stereo not drawn),12%,-21%,/,-2%,/,/,4%,-8%,/
COc1ccc(-c2onc(C)c2C)cc1S(=O)(=O)N(C)Cc1ccco1,7%[57.1 µM],-24%,/,-3%[57.1 µM],0.1,-4,9%,0%,0.3
COCCNS(=O)(=O)c1ccc(C2CNC(=O)C2)cc1 (stereo not drawn),9%[57.1 µM],-15%,-10,-9%,1.7,2,-5%,-1%,0.1
Cc1cc(NC(=O)CN2CCCC2c2nc3ccccc3s2)no1 (stereo not drawn),-27%,-12%,14,2%,0.0,4,2%,14%,0.7
CCNC(=O)c1ccc(NC(=O)N2CCCCc3ccccc32)cc1,1%[57.1 µM],-5%,/,2%[57.1 µM],-0.3,-5,-7%,-5%,0.4
Cn1c(CN2CCCCC2)nc2cc(NC(=O)c3ccc(Cl)cc3)ccc21,25%&16%,-19%&-3%,31*,8%&-8%,-0.2&0.2,-11&-1,-22%&2%,3%&-7%,33*!
Cc1ccc(CSCC(=O)N(CCC(C)C)c2c(N)n(Cc3ccccc3)c(=O)[nH]c2=O)cc1,16%,-22%,-1,4%,0.2,-4,-11%,12%,-0.6

Compounds above containing an NH in an aromatic ring:
smiles,TrxR1 inh,USP1 inh,D2 antag,TrxR1 substrate,TRHR agonist,TRHR PAM,IDH1 R132H inh,Pin1 inh,D2 agonist
CCCc1c(O)nc(SCCN(CCC)CCC)[nH]c1=O,4%,-4%,6,-8%,1.9,-1,-1%,0%,-1.5
O=C(Nc1ccc(Cl)c(-c2nc3ccccc3[nH]2)c1)c1ccc2c(c1)OCO2,5%,?,4,6%,0.4,-4,10%,18%,0.8
Cc1c(Cl)cccc1NC(=O)CSc1nc2c(c(=O)[nH]1)CCCC2,/,/,-3,/,-0.2,-1,/,/,-1.0
CC(Sc1nnnn1-c1ccc(O)cc1)c1nc2ccccc2c(=O)[nH]1 (stereo not drawn),13%,-10%,7,3%,0.1,-2,-7%,-3%,0.6
CC(C)C[C@@H](CN)NC(=O)c1nc[nH]c1C(=O)N[C@@H](CC(C)C)C(=O)CNC[C@H](C)NC(=O)c1nc[nH]c1C(=O)N[C@@H](C)C(=O)O,-1%,-27%,/,-5%,/,/,5%,4%,/
Cc1ccc(CSCC(=O)N(CCC(C)C)c2c(N)n(Cc3ccccc3)c(=O)[nH]c2=O)cc1,16%,-22%,-1,4%,0.2,-4,-11%,12%,-0.6

Some of the compounds tested; rates above refer to the full screens.
